UDG counter: blocks uracil-DNA glycosylase in AID counter-screen; FRET deamination/UDG coupled assay, UDG read, 4 h; Potency, µM (titrated, usually from 115 µM), inactives show at the top dose activity change, negative = inhibition, hits mostly inhibitors; actives 0.14% (n = 91,000); further: nearly all actives have a fitted effect of over 65% in size
AID inh: activation induced cytidine deaminase inhibition. Q9GZX7. AID deamination FRET fluorescence, UDG-coupled, 4 h. Potency, µM (series often up to 115 µM), for the others: at the highest dose activity change, negative = inhibition, hits mostly inhibitors. actives 0.32% (n = 91,000); further: nearly all actives have a fitted effect of over 25% in size
Target sequence (Q9GZX7 whole entry, looked up): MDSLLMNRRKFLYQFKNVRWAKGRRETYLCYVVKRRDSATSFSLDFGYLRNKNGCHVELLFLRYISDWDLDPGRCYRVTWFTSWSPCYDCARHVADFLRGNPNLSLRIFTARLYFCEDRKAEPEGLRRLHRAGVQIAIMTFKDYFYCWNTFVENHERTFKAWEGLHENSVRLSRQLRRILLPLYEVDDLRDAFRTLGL
* marks the source's active call; other numbers are inactive results; ? = inconclusive; [ ] = dose if it differs, or a comment. The call rests on the fitted dose curve; in most records, active means well fitted curve in the direction sought with a large enough effect; inconclusive means small, poorly fitted or top-dose-only effect, or another doubt; inactive means no such curve, though single readings can be large; an effect the other way counts as inactive or inconclusive. On the % scale 0 is the no-effect control and ±100 the full control effect; potency means the concentration at half of the fitted maximal effect.

SMILES	UDG counter	AID inh
CCC(C)NC(=O)Cn1c(=O)n(Cc2ccc(C(=O)NCc3ccc(C)cc3)cc2)c(=O)c2ccccc21 (configuration not stated)	-8%	-8%
CCc1ccc(NC(=O)c2ccccc2SCC(=O)NCc2ccco2)cc1	-1%	-3%
COc1ccc(CCNC(=O)c2ccc(Cn3c(SCC(=O)NCCC(C)C)nc4cc5c(cc4c3=O)OCO5)cc2)cc1OC	-8%	13%
CCOc1cc(/C=C2/NC(=O)NC2=O)cc(Cl)c1OCc1ccccc1F	-6%	-16%
Cc1nn(-c2nc3c(c(=O)n(CC(N)=O)c(=O)n3C)n2Cc2ccccc2)c(C)c1C	-4%	-5%
CN(CC1CC1)C(=O)c1cc(=O)[nH]c2ccc(S(=O)(=O)Nc3ccc(F)cc3)cc12	-4%	-5%
Cc1cccc(Nc2nc(-c3ccccc3)cs2)c1C	-2%	-4%
CCCCN(CC)C(=O)CSc1nc2ccccc2c(=O)n1Cc1ccco1	-3%	-4%
Cc1ccc(CCNC(=O)c2cc3c(s2)-c2ccccc2OC3)cc1	2%	-4%
Cc1ccc(C(=O)COC(=O)CCC(=O)Nc2cc(C(F)(F)F)ccc2Cl)cc1[N+](=O)[O-]	-5%	1%
CC(c1nc(-c2ccccc2)no1)N1CCc2ccccc2C1 (configuration not stated)	-10%	-17%
CCCCN(c1ccccc1)S(=O)(=O)c1cc2c3c(c1)C(C)C(=O)N3CCC2 (configuration not stated)	?	?
CCc1ccc(C2C(C(=O)Nc3ccc(Cl)cc3)=C(C)Nc3ncnn32)cc1 (configuration not stated)	1%	2%
c1ccc(CCOCC2CCNCC2)cc1	1%	2%
COc1ccccc1CNC(=O)c1ccc2nc(-c3ccccc3)c(-c3ccccc3)nc2c1	-29%	6%
Cc1cccc(N2CCN(C(=O)Cn3c(=O)c4cccn4c4ccc(F)cc43)CC2)c1C	-3%[57.5 µM]	-9%
COc1cc(C(C)=O)ccc1OCc1ccc(C#N)cc1F	-4%	-3%
Cc1ccc(NC(=O)Cn2cc(S(=O)(=O)c3ccc(F)cc3)c(=O)c3cc4c(cc32)OCO4)cc1	1%	12%
COc1ccc(NC(=O)CNS(=O)(=O)c2cccs2)c(OC)c1	8%	9%
O=C(N/N=C/c1ccc(-c2ccccc2)cc1)c1cccs1	-4%	-10%
NCCSc1ncc(C(F)(F)F)cc1Cl	1%	-1%
O=C(NC1CCCC1)c1sc2cc(Cl)ccc2c1Cl	5%	4%
O=C(NCc1cccc(C(F)(F)F)c1)C1CCN(C(=O)c2cccc3ccccc23)CC1	4%	-5%
O=C(CSc1nnc(-c2ccc(Cl)cc2)n1CC1CCCO1)Nc1ccc2c(c1)OCO2 (configuration not stated)	-7%	24%
CSc1ccc(CNC(=O)c2sc3ncnc(N(C)C4CCCCC4)c3c2C)cc1	-6%	-14%
N#Cc1ccc(OCC(=O)c2ccc3c(c2)CCCC3)cc1	0%	2%
Cc1sc2c(c1C)c(=O)n(-c1ccc(Cl)cc1)c(=O)n2Cc1cc(=O)n2cc(Br)ccc2n1	6%	-9%
CC1(C(=O)c2ccccc2)C(c2ccccc2)C1(C#N)C(N)=O (configuration not stated)	-9%	-8%
COc1cccc(-n2c(SCC(=O)c3ccc(Cl)cc3)nc3c([nH]c4ccccc43)c2=O)c1	-3%	10%
CN(C)c1ccc(NC(=O)c2ccc3ccccc3c2)cc1	3%	6%

Exported in markdown: part of the list above
| canonical_smiles | UDG counter | AID inh |
| --- | --- | --- |
| N#Cc1ccc(OCC(=O)c2ccc3c(c2)CCCC3)cc1 | 0% | 2% |
| Cc1sc2c(c1C)c(=O)n(-c1ccc(Cl)cc1)c(=O)n2Cc1cc(=O)n2cc(Br)ccc2n1 | 6% | -9% |
| CC1(C(=O)c2ccccc2)C(c2ccccc2)C1(C#N)C(N)=O (configuration not stated) | -9% | -8% |

Other records.
SMILES	UDG counter	AID inh
CCCSc1ncc(Cl)c(C(=O)Nc2c(C(=O)c3ccc(F)cc3)oc3ccccc23)n1	-4%	10%
CC(C)CCn1c(=O)c2sccc2n2c(CCCC(=O)NC3CCC(C)CC3)nnc12 (configuration not stated)	3%	-11%
Cc1ccc(CNC(=O)c2nc(SCc3ccc(F)cc3)ncc2Cl)cc1	-1%	5%
CCCN(CC#N)CC(=O)NC(=O)NC(C)(C)C	2%	1%
CCC(=O)N1CCc2cc(Br)cc(S(=O)(=O)CCC(=O)N3CCN(c4ccccc4F)CC3)c21	-1%	4%
CCOc1ccc(CC(=O)NCCc2csc(-c3ccc(C(F)(F)F)cc3)n2)cc1	14%	12%
COC(=O)C1=C(N)OC2=C(C(=O)CC(C)(C)C2)C1c1cccc(Cl)c1 (configuration not stated)	-7%	-6%
CCN(CC)c1ccc(CN(C(=O)Cc2coc3ccc(C)cc23)C2CCS(=O)(=O)C2)cc1 (configuration not stated)	-3%	3%
Fc1ccc(C2Cc3ccccc3N2)cc1 (configuration not stated)	-10%	6%
COc1ccc(NC(=O)C2=C(C)Nc3ncnn3C2c2sccc2C)cc1 (configuration not stated)	5%	36%
COC(=O)CNC(=O)c1cc(-c2ccco2)nc2ccccc12	7%	-2%
Nc1c(Cl)cc(Nc2ncccc2[N+](=O)[O-])cc1Cl	-11%	-10%
COc1cccc(C(=O)NCc2nc(-c3ccccc3)no2)c1OC	-21%[57.5 µM]	-27%[57.5 µM]
CCc1ccccc1NC(=O)CN(C)C(=O)COc1ccc2oc3c(c2c1)CCCC3	-3%	-10%
Cn1c(CCc2cccc(NC(=O)c3ccc(C#N)cc3)c2)nc2ccccc21	0%	-1%
Cc1nn2c(-c3ccco3)ccnc2c1-c1ccc(Cl)cc1	-1%	-6%
O=C(CNC(=O)c1ccccc1)OCc1cc(=O)n2ccsc2n1	6%	0%
COc1ccc(OC)c(CNC(=O)C2CCN(S(=O)(=O)N3CCCCC3)CC2)c1	4%	7%
COC(=O)c1ccc(COC(=O)COc2ccc(C#N)cc2)o1	-3%	-1%
Cc1sc2ncn(CC(=O)N3CCN(c4ccc(F)cc4)CC3)c(=O)c2c1S(=O)(=O)N1CCN(c2ncccn2)CC1	-13%	1%
CCCC(=O)n1nc(NCc2ccc(OC)cc2)nc1NCc1ccc(OC)cc1	-6%	-1%
CCOC(=O)c1ccc(NC(=O)COCc2cc(-c3ccc4c(c3)OCO4)on2)cc1	48%[activator]	3%
CC(C)Oc1ccc(NC(=O)c2ccc(Cl)cc2)cc1	-4%	-11%
CCc1ccc(NC(=O)c2cc(S(=O)(=O)NC3CCCCCC3)ccc2F)cc1	-12%	?
CCn1c(C(=O)Nc2ccccc2C(=O)OC)cc2sc(Cl)cc21	-11%	-4%
COc1ccc(NC(=O)Nc2cccc(-c3cn4cccnc4n3)c2)cc1	11%	-5%
COc1cccc(CNC(=O)Cc2c(C)c3c(cc(C)c4c(C)c(C)oc43)oc2=O)c1	-2%	-22%
COc1ccc(-c2cc(=O)n3c4ccccc4n(Cc4cccc(F)c4)c3n2)cc1	-24%	-28%
O=C(O)c1cccc(-c2ccc(CNCc3ccccc3)o2)c1	3%	2%
Fc1ccccc1-c1nnc(SCCc2ccncc2)n1C1CC1	-2%	-2%
CC(NC(=O)C12CC3CC(CC(C3)C1)C2)c1cc2ccccc2o1 (configuration not stated)	-7%	-4%
Cc1ccc2nc(/C(C#N)=C\c3cccc(OCc4ccc(F)cc4)c3)[nH]c2c1	10%	3%
CCOc1ccc(CCNC(=O)c2ccc(-n3c(C)cc4c3CCC(C)C4)cc2)cc1OCC (configuration not stated)	-14%	-13%
c1ccc(CCn2cccc2)cc1	-8%	-8%
Cc1ccc(SCc2ccc(C(=O)Nc3cccc(C)c3C)cc2)cc1	16%	7%
C=CCNS(=O)(=O)c1cc(C(=O)O)ccc1F	3%	7%
Cc1ccc(C(=O)NCC(C)C)cc1C	4%	-1%
CCOc1ccc(CNC(=O)Cn2c(=O)[nH]c3c(-c4ccc(F)cc4)c[nH]c3c2=O)cc1OCC	-16%	-17%
C=Cc1ccc(Cn2c(C(=O)O)c(CNCc3cc(OC)ccc3OC)c3ccc(C)cc32)cc1	-13%[57.5 µM]	-12%
COc1cccc(N2CCN(C(=O)c3c(C)oc4ncnc(N5CCOCC5)c34)CC2)c1	-1%	7%

Structures shown so far with an NH in an aromatic ring (four):
SMILES	UDG counter	AID inh
CN(CC1CC1)C(=O)c1cc(=O)[nH]c2ccc(S(=O)(=O)Nc3ccc(F)cc3)cc12	-4%	-5%
COc1cccc(-n2c(SCC(=O)c3ccc(Cl)cc3)nc3c([nH]c4ccccc43)c2=O)c1	-3%	10%
Cc1ccc2nc(/C(C#N)=C\c3cccc(OCc4ccc(F)cc4)c3)[nH]c2c1	10%	3%
CCOc1ccc(CNC(=O)Cn2c(=O)[nH]c3c(-c4ccc(F)cc4)c[nH]c3c2=O)cc1OCC	-16%	-17%

(further entries)
SMILES	UDG counter	AID inh
CC(C)(C)C(NC(=O)c1ccccc1)c1ccccc1 (configuration not stated)	11%	0%
Cn1ccnc1Sc1cc(C(=N)N)ccn1	-1%	2%
CCN(Cc1cc2cccc(C)c2[nH]c1=O)C(=O)c1ccc(C(C)(C)C)cc1	-2%	-21%
CCc1nc(NCC2CCCO2)c(C#N)c2c1CCCC2 (configuration not stated)	-13%	-20%
Cc1oc(-c2nc(C#N)c(NCc3ccco3)o2)cc1S(=O)(=O)N1CCCC1	-3%	2%
COc1cccc(-c2nn(C)c3sc(C(=O)N4CCN(c5cccc(C)c5)C(C)C4)cc23)c1 (configuration not stated)	?	40µM*
COc1ccc(CNC(=O)c2cc3sccc3n2C)cc1	-11%	-24%
O=C(CSc1nnc2ccc3ccccc3n12)Nc1ccccc1Cl	-7%	?
Cc1ccccc1C(=O)Nc1nc2nc(-c3ccccc3)cc(=O)n2[nH]1	10%	?
CCCNC(=O)c1ccc2ccccc2n1	1%	2%

Profiles from above:
Entry for `CCCNC(=O)c1ccc2ccccc2n1` : UDG counter = 1%; AID inh = 2%
Entry for `O=C(CSc1nnc2ccc3ccccc3n12)Nc1ccccc1Cl` : UDG counter = -7%; AID inh = ?

Further structures:
SMILES	UDG counter	AID inh
COc1cc(C#N)ccc1OCc1csc(-c2cccc(OC)c2OC)n1	-13%	-2%
COc1ccc(OC)c(CN2CCC(C(O)(c3ccccc3)c3ccccc3)CC2)c1	-17%	-26%
CC(C)(C)c1ccc(/C=N/OCC(=O)Nc2ccc3c(c2)OCCO3)cc1	0%	-17%
Cc1ccc(C)c(-n2c(N)c(C#N)c3nc4ccccc4nc32)c1	?	1%
Cc1c(Br)cc(C(=O)O)cc1Br	0%	-3%
Cc1ccc(S(=O)(=O)N(Cc2ccco2)Cc2ccco2)cc1	1%	-11%
O=C(C1CCN(S(=O)(=O)c2cccs2)CC1)N1CCN(c2cccc(Cl)c2)CC1	-25%	?
O=C(Cn1cnc(S(=O)(=O)N2CCOCC2)c1)N1CCN(c2ccc(F)cc2)CC1	13%	1%
COc1cc2c(CCNC(C)=O)c[nH]c2cc1Cl	-8%	-2%
Cc1ccccc1-c1nc(CN2CCC(C(=O)NCCc3ccccc3)CC2)c(C)o1	?	-25%
CN(Cc1ccccc1)C(=O)c1ccc2c(c1)N(Cc1ccccc1Cl)C(=O)c1ccccc1S2	-6%[57.5 µM]	?
Cc1cc(C)c(SCC(=O)NC(C)(C#N)C2CC2)c(C)c1 (configuration not stated)	-9%	-8%
CCn1cnc2c1c(=O)n(CC(=O)OC(C)C(N)=O)c(=O)n2Cc1ccccc1 (configuration not stated)	-1%	-1%
COc1ccc(OC)c(NC(=O)Cn2ccn(-c3ccc(OC)c(OC)c3)c(=O)c2=O)c1	4%[57.5 µM]	13%
CCOC(=O)c1cc2c(=O)n3ccccc3nc2n(Cc2ccco2)c1=NC(=O)c1ccc(C)c(C)c1	23%	-3%
Cc1cccc(Nc2c3c(nc4ccccc24)CCC3)c1	-23%	?
COc1ccc(C(=O)c2oc3ccccc3c2NC(=O)COc2ccccc2)cc1	0%	7%
O=C(Cc1ccc(Cl)cc1)Nc1ccc2nn(-c3ccc(Cl)cc3)nc2c1	-4%	85%[activator]
O=C(O)CCCN1CCCCCC1	-8%	-9%
CCOc1cc2[nH]c(=O)n(Cc3ccc(C(=O)NCCN(CC)CC)cc3)c(=O)c2cc1OCC	7%	-2%
COc1ccc(NC(=O)c2ncoc2-c2cccc(OC)c2)cc1	-4%	-7%
COc1ccc(-n2nc(C(=O)Nc3cc(OC)c(OC)c(OC)c3)c(=O)n(C)c2=O)cc1	-6%	18%
NC1C=CC=C(C(=O)O)C1 (configuration not stated)	-3%	9%
CCCCC(=O)Oc1ccc2oc(-c3ccc(OC)cc3)cc(=O)c2c1	14%	5%
CCN(CC)C(=S)SCC(=O)c1ccc(OC)cc1	-6%	-15%
COCCn1c(C)cc(O)c(C(c2ccccc2)N2CCN(c3ccccc3F)CC2)c1=O (configuration not stated)	0%	-3%
O=C(COc1cccc2ccccc12)N/N=C/c1ccc(O[C@@H]2O[C@H](CO)[C@@H](O)[C@H](O)[C@H]2O)cc1	-5%	3%
COC(=O)C(C)N1C(=O)S/C(=C/c2ccc(OC)cc2)C1=O (configuration not stated)	11%	-7%
CCS(=O)(=O)NCCc1csc2nc(-c3ccc(OC)cc3)nn12	11%[57.5 µM]	7%
CCc1ccc2oc(C(=O)N(Cc3ccc(N(C)C)cc3)Cc3ccco3)c(C)c2c1	-13%	?
O=c1cc(-c2ccccc2)nc(SCc2nc(-c3ccc(Cl)cc3)no2)[nH]1	?	-6%
O=[N+]([O-])c1ccc(-c2cc(-c3cccnc3)nc3ccc4ccccc4c23)cc1	-6%	-8%
Cc1nc2c(-c3ccccc3)c(C)nn2c(C)c1CCC(=O)Nc1ccccc1F	6%	0%
CCCCc1ccc(NC(=O)c2ccccc2SC)cc1	-8%	-7%
Cn1c(=O)c2sccc2n2c(CCCC(=O)NCc3ccccc3)nnc12	-18%	13%

These rows are one share of the data. The share of hits here may be higher or lower than overall.
